Screens (PubChem BioAssay)
H9c2 TAG inh: inhibitors of triacylglycerol accumulation. H9c2 cells, Nile Red lipid (TAG) fluorescence; cells loaded with 200 µM oleic acid. inhibition, % at 12.5 µM. 230,000 compounds, 0.66% hits;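 active = pattern-corrected inhibition of lipid staining of at least 50% with the nuclear-stain viability signal not falling by more than 50%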;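 also: 0% = DMSO wells and 100% = triacsin C control wells; some results filed as inactive read as strong as hits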
H9c2 TAG inh DAPI viability: second read-out of H9c2 TAG inh, no call of its own (marks repeat the call); DAPI nuclei signal change (viability), lower = more cytotoxic, %;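 whole-well DAPI fluorescence read on a plate reader as a viability signal; minus 50 percent equals half of cells still viable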
Starred values were filed as active, the others as inactive; & = joins results of further samples.

Sequence of screens: H9c2 TAG inh	H9c2 TAG inh DAPI viability
#1 O=C1CC(c2ccco2)c2ccc3ccccc3c2N1 (configuration not stated)
    4	1
#2 CCOc1ccc(CN(C)C(=O)c2cccnc2SC)cc1OC
    -8	7
#3 COc1ccc(C(C)(O)c2nc(-c3ccc(OC)nc3)cs2)cc1 (configuration not stated)
    -7	-3
#4 CC(=O)c1c(O)c2ccccc2n(C)c1=O
    1	1
#5 O=C(c1cccc(F)c1)N1CCN(c2cccc(Cl)c2)CC1
    -15	7
#6 CC(=O)c1ccc(S(=O)(=O)Nc2cc3c(cc2C(C)=O)OCO3)cc1
    2	-15
#7 Cc1cc(=O)oc2cc(NC(=O)c3cccc(Br)c3)ccc12
    69*	-29*
#8 CCOc1ccc(N2C(=O)CN(CC(=O)OC)C2=S)cc1
    3	28
#9 O=C(Nc1c2n(c(=S)n(-c3ccccc3)c1=O)CCCCC2)c1ccccc1
    11	-3
#10 Cc1ccc(S(=O)(=O)/N=C(/NC(=S)Nc2cccc(C)c2)c2ccccc2)cc1
    -19	5
#11 CSc1ccc(CN2CCC(Oc3cccc(C(=O)N4CCCC4)c3)CC2)cc1
    -13	5
#12 O=C(CCCCC(=O)NCCCc1ccccc1)NCCCc1ccccc1
    9	6
#13 CN1CCN(C(=O)/C=C/c2cccc(Cl)c2)CC1
    1	4
#14 CC(NC(=O)OC(C)(C)C)C(=O)Oc1ccc2ccc(=O)oc2c1 (configuration not stated)
    2	17
#15 CCCOc1ccc(C(CC(=O)O)NC(=O)c2sc3ccccc3c2Cl)cc1 (configuration not stated)
    3	-1
#16 CC(C)CC1(C)NC(=O)N(CC(=O)Nc2ccc3c(c2)CCC3)C1=O (configuration not stated)
    -4	-3
#17 COc1ccc(-c2noc(Cc3ccc(Cl)cc3)n2)cc1OC
    -21	8
#18 CC(=O)Nc1c(Cl)c2c(c(Cl)c1Br)-c1ccc(Cl)cc1C2
    6	0
#19 COc1cccc(OCc2nnc(-c3cccs3)o2)c1
    -5	6
#20 O=C(Nc1sc2c(c1C(=O)O)CCC2)c1ccccc1F
    4	2
#21 CC1CCN(C(=O)c2cc3ccccc3cc2O)CC1
    -9	6
#22 Cc1ccc(-c2csc(Nc3ccc(C(=O)O)cc3)[n+]2Cc2ccccc2)cc1
    6	-7
#23 COc1ccc(NC(=O)O/N=C/c2ccccc2Cl)cc1
    11	-10
#24 CC(C)(C)OC(=O)N1O[C@H]2C[C@@H]1[C@@H]1[C@@H]2N=NN1C12CC3CC(CC(C3)C1)C2
    -20	-8
#25 CCOC(=O)N1CCN(c2c(N3CC=C(c4ccccc4)CC3)c(=O)c2=O)CC1
    -11	4
#26 Cc1occc1C(=O)N/N=C/c1ccccc1[N+](=O)[O-]
    -14	2
#27 Cc1cccc(-c2onc3ccc(C4(C)OCCO4)cc23)c1
    -39	8
#28 CCOc1ccc(C(=O)N/N=C/c2cc([N+](=O)[O-])cs2)cc1
    9	-12
#29 Cc1nc(N2CCOCC2)c(C#N)c(C)c1Br
    -8	-3
#30 C/C(=N\Nc1ncc(Cl)cc1Cl)c1ccc2c(c1)OCO2
    -30	-2
#31 CN(C)S(=O)(=O)c1ccc(N2CCOCC2)c(C(=O)O)c1
    1	-9
#32 NC(=O)C1CCN(CCC(=O)Nc2ccc(F)c(F)c2)CC1
    9	-14
#33 CCn1c(SCC(=O)N/N=C\c2ccccc2OCC(=O)O)nnc1-c1ccc(Cl)cc1
    -8	13
#34 c1ccc(C[n+]2ccc3ccccc3c2)cc1
    -9	3
#35 CC(=O)Nc1ccc(SCC(=O)Nc2ccc3c(c2)OCCO3)cc1
    3	1
#36 O=C(OCCc1ccccc1)c1cc(O)c(O)c(O)c1
    1	-7
#37 O=C(NCCc1ccccc1)C1CCN(S(=O)(=O)c2ccc(-n3cnnn3)cc2)CC1
    11	-9
#38 N=C1c2c(cc(=O)n3c2[nH]c2ccccc23)CN1CCN1CCOCC1
    17	9
#39 CC(C)(C)NC(=O)[C@@H]1C[C@@H]2CCCC[C@@H]2CN1C[C@@H](O)[C@H](Cc1ccccc1)NC(=O)[C@H](CC(N)=O)NC(=O)c1ccc2ccccc2n1
    14&13	-5&0
#40 c1ccc(-c2noc(C34CC5CC(CC(C5)C3)C4)n2)nc1
    -3	-1
#41 O=C1CC2(CCCC2)C(=O)N1c1ccc(S(=O)(=O)NCC2CC2)cc1Cl
    -9	10
#42 Cc1ccc(C)c(N(CC(N)=O)S(C)(=O)=O)c1
    -9	4
#43 O=C(COC(=O)c1ccc(NS(=O)(=O)c2cccs2)cc1O)NCc1ccccc1
    8	0
#44 COc1ccc(S(=O)(=O)N2CCN(Cc3cccc(OC)c3OC)CC2)cc1
    -12	11
#45 COc1ccc(-c2sc3ccccc3c2C#Cc2cncn2C)cc1
    16	30
#46 O=c1[nH]c2ccc(S(=O)(=O)Nc3ccccc3O)cc2[nH]1
    -8	7
#47 O=C(OCC(=O)c1ccc[nH]1)c1ccc(Br)cc1
    2	4
#48 COc1cc(/C=C/C(=O)N(C)CC(=O)Nc2ccccc2SC)cc(OC)c1OC
    9	-6
#49 COc1ccc(CC(=O)N2CCN(C(=O)Cc3ccc(OC)c(OC)c3)CC2)cc1OC
    4	0
#50 COc1ccc(-c2csc(C(O)c3ccccc3)n2)cc1 (configuration not stated)
    -30	8
#51 O=C(Nc1nccs1)C1CC(=O)N(CCc2ccccc2)C1 (configuration not stated)
    -11	9
#52 Cc1oc(-c2ccccc2)nc1C(=O)N1CCN(c2ccc(F)cc2)CC1
    2	-5
#53 c1ccc2sc(SCSc3nc4ccccc4s3)nc2c1
    -2	-3
#54 Cc1cc(C)cc(NC(=S)N(CCN(C)C)Cc2cccs2)c1
    -23	26
#55 CCSc1ncc(C#N)c(=O)[nH]1
    -4	-5
#56 CC(OC(=O)c1nn(C)c(=O)c2ccccc12)C(=O)NCc1ccc2c(c1)OCO2 (configuration not stated)
    -3	-10
#57 CCc1ccccc1NC(=O)C1CCN(S(=O)(=O)c2ccc(N3CCCC3=O)cc2)CC1
    -15	3
#58 COc1ccc(OC)c(C(=O)c2coc3ccc(O)c(CN(C)C)c23)c1
    9	-8
#59 CCC(OC(=O)c1nsc(Cl)c1Cl)C(=O)NCc1ccco1 (configuration not stated)
    1	14
#60 CCC(=O)NC(O)C(=O)c1ccc(C)cc1 (configuration not stated)
    -13	-7

The list goes on.
Sequence of screens: H9c2 TAG inh	H9c2 TAG inh DAPI viability
#61 Cc1ccc(C2=CSC3=NCCN23)c(C)c1
    -2	13
#62 CCCn1c(NCc2c[nH]c3ccccc23)nc2ccccc21
    -9	0
#63 Cc1ccc(C(=O)NC(C)c2ccncc2)o1 (configuration not stated)
    2	-8
#64 COc1ccc(CCN2CC(C(=O)NCc3nc4ccccc4n3C)CCC2=O)cc1 (configuration not stated)
    -20	6
#65 CC(C)Oc1ccc(F)cc1-c1cc(C(=O)NCc2cccs2)[nH]n1
    3	-7
#66 CC1(C(=O)NS(C)(=O)=O)CCN1C(=O)CC(c1ccccc1)c1ccccc1 (configuration not stated)
    3	-7
#67 CC(=O)OCC(=O)C12OC(C)(C)OC1CC1C3CC=C4CC(O)CCC4(C)C3CCC12C (configuration not stated)
    4	3
#68 O=C(CCN1CCOCC1)N/N=C/c1cc(Br)cc(Br)c1O
    10	-17
#69 O=C(O)c1cc2ncc(CCO)cn2n1
    14	-11
#70 O=C(CN1CCN(S(=O)(=O)c2ccc(Cl)cc2)CC1)NC(=O)NC1CCCCC1
    10	-8
#71 O=C(COC(=O)C1CC1)Nc1ccc(Cl)cc1Cl
    8	2
#72 O=C(C1=C[C@@H](c2coc3ccccc3c2=O)C[C@@H](OCc2ccc(CO)cc2)O1)N1CCOCC1
    19	-9
#73 CN(Cc1ccccc1)C(=O)c1nc2ccccn2c1CN1CCc2sccc2C1
    -17	4
#74 CC(=O)Nc1sc(C)c(C)c1C(=O)OCC(=O)Nc1ccccc1
    -31	5
#75 Cc1ccc(S(=O)(=O)N2CCN(C(=O)C3CCCO3)CC2)cc1C (configuration not stated)
    -12	9
#76 CCOC(=O)/C=C(\C)N1N=C(c2ccccc2)CC1c1ccccc1 (configuration not stated)
    -5	-3
#77 CCOC(=O)C1CCCN(C(=O)c2ccc(S(=O)(=O)Nc3ccccc3OC)cc2)C1 (configuration not stated)
    -8	0
#78 CC(=O)Nc1ccc(S(=O)(=O)N2CCN(c3nc4ccccc4n3CC(C)C)CC2)cc1
    -4	0
#79 CCOc1ccc2nc(N/C(N)=N/C(=S)Nc3cccc(OC)c3)nc(C)c2c1
    7	15
#80 O=C(CSc1nnc2ccccn12)c1ccccc1
    -11	-4
#81 Cc1ccc(C)c(NC(=S)c2nc3ccccc3s2)c1
    -6	4
#82 O=C(C[C@@H]1C/C=C\C[C@H](NC(=O)OCC2c3ccccc3-c3ccccc32)C(=O)OC[C@H]2CCCN2C1=O)N[C@H](CO)Cc1ccccc1
    -59	22
#83 Cc1ccccc1C(=O)NC1CCN(C(=O)Nc2ccccc2Cl)CC1
    -6	-10
#84 O=C(c1ccc(COc2c(F)c(F)c(F)c(F)c2F)o1)N1CCN(Cc2ccc3c(c2)OCO3)CC1
    -9	7
#85 COc1ccc(OC)c(/C=N/NC(=O)CNC(=O)c2ccc(S(=O)(=O)N3CCCC3)cc2)c1
    -4	4
#86 O=C1C=CC(=Nc2ccc3c(c2)C(=O)c2ccccc2-3)O1
    -3	6
#87 CCCCn1c(N)c(N(CCC(C)C)C(=O)c2ccc3c(c2)OCCO3)c(=O)[nH]c1=O
    10	4
#88 Cc1nc2ccccc2c(=O)n1/N=C/c1cccs1
    2	-5
#89 COCCN(CCOC)C(=O)CSc1ccc(S(=O)(=O)N2CCN(C)CC2)cn1
    -12	-1
#90 Cc1cccc(S(=O)(=O)NC(=O)C2(C)CCN2C(=O)Cc2ccccc2)c1 (configuration not stated)
    4	5
#91 c1ccc(-c2nnc(CSc3nnc(-c4ccncc4)n3Cc3ccco3)o2)cc1
    11	-10
#92 COc1ccc(NC(=O)C2(C)Cc3c(-c4ccccc4)ccnc3O2)cn1 (configuration not stated)
    -5	12
#93 O=C(Nc1cc(S(=O)(=O)N2CCOCC2)ccc1O)c1ccco1
    4	-4
#94 CC(=O)NCCOc1c(C)cc(S(N)(=O)=O)cc1C
    6	0

Structural class, the entries above with an aryl methoxy group
Sequence of screens: H9c2 TAG inh	H9c2 TAG inh DAPI viability
#2 CCOc1ccc(CN(C)C(=O)c2cccnc2SC)cc1OC
    -8	7
#3 COc1ccc(C(C)(O)c2nc(-c3ccc(OC)nc3)cs2)cc1 (configuration not stated)
    -7	-3
#17 COc1ccc(-c2noc(Cc3ccc(Cl)cc3)n2)cc1OC
    -21	8
#19 COc1cccc(OCc2nnc(-c3cccs3)o2)c1
    -5	6
#23 COc1ccc(NC(=O)O/N=C/c2ccccc2Cl)cc1
    11	-10
#44 COc1ccc(S(=O)(=O)N2CCN(Cc3cccc(OC)c3OC)CC2)cc1
    -12	11
#45 COc1ccc(-c2sc3ccccc3c2C#Cc2cncn2C)cc1
    16	30
#48 COc1cc(/C=C/C(=O)N(C)CC(=O)Nc2ccccc2SC)cc(OC)c1OC
    9	-6
#49 COc1ccc(CC(=O)N2CCN(C(=O)Cc3ccc(OC)c(OC)c3)CC2)cc1OC
    4	0
#50 COc1ccc(-c2csc(C(O)c3ccccc3)n2)cc1 (configuration not stated)
    -30	8
#58 COc1ccc(OC)c(C(=O)c2coc3ccc(O)c(CN(C)C)c23)c1
    9	-8
#64 COc1ccc(CCN2CC(C(=O)NCc3nc4ccccc4n3C)CCC2=O)cc1 (configuration not stated)
    -20	6
#77 CCOC(=O)C1CCCN(C(=O)c2ccc(S(=O)(=O)Nc3ccccc3OC)cc2)C1 (configuration not stated)
    -8	0
#79 CCOc1ccc2nc(N/C(N)=N/C(=S)Nc3cccc(OC)c3)nc(C)c2c1
    7	15
#85 COc1ccc(OC)c(/C=N/NC(=O)CNC(=O)c2ccc(S(=O)(=O)N3CCCC3)cc2)c1
    -4	4
#92 COc1ccc(NC(=O)C2(C)Cc3c(-c4ccccc4)ccnc3O2)cn1 (configuration not stated)
    -5	12

An excerpt. The share of hits here may be higher or lower than overall.
